XIAP displacement: XIAP antagonists, biochemical, IAP family, fluorescence polarization (AID 1018); XIAP BIR domain, fluorescence polarization peptide displacement; higher % means a stronger effect; 200,000 compounds, 0.007% hits; displacement, % at 20 µM, or IC50 in µM where a hit was titrated; in the data active = displacement above about 50%; also: a part of the inactive calls stands beside numbers as strong as those of hits
SIAH1 antagonists: Siah-1 peptide-binding antagonists, primary screen, biochemical, fluorescence polarization, rhodamine-plectin, uHTS (AID 1817); Siah-1 / rhodamine-plectin peptide fluorescence polarization; higher % means a stronger effect; displacement, % at 20 µM; hits with a dose series show IC50 in µM; 290,000 compounds, 0.02% hits;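 active = displacement of at least 50% at 20 µM, with a fluorescence ratio check between 0.3 and a set limit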;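 also: plate controls were Siah plus tracer with DMSO for no effect and tracer alone without Siah for full effect; strong numbers were not always called active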
M1AAP inhibition: malaria alanyl aminopeptidase activity blockers – biochemical, fluorogenic H-Leu-NHMec substrate, 1536-well (AID 1445). recombinant M1AAP, H-Leu-NHMec fluorogenic kinetic assay; higher % means a stronger effect. inhibition, % at 30 µM; hits with a dose series show IC50 in µM. 220,000 compounds, 0.42% hits;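 active = primary inhibition above the hit cutoff, then over 50% inhibition at one or more dose response concentrations, cut at about 23% in these data, passing the limit was not always enough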;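 also: plate controls were DMSO full reaction for no effect and no enzyme background for full effect; strong numbers were not always called active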
TNAP activators: human TNAP enzyme activators, primary screen, biochemical, luminescent, no phosphate acceptor, uHTS (AID 1001); purified TNAP, luminescent activation assay, no phosphate acceptor; higher activation fold means a stronger effect; one-dose activation fold at 20 µM; EC50 in µM for titrated hits; 200,000 compounds, 0.03% hits; in the data active = activation fold from about 3, or a potency from the dose series; inactive = the rest, 99 in 100 with activation fold below about 1.6; also: many of its hits are not listed in these tables
human PMI inhibition: inhibitors of human PMI, primary screen, biochemical, fluorescence intensity, coupled assay (AID 1209); purified PMI enzyme, coupled fluorescence intensity; higher % means a stronger effect; 190,000 compounds, 0.42% hits; one-dose inhibition, % at 20 µM; IC50 in µM for titrated hits;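 also: plate controls were DMSO vehicle for no effect and wells lacking substrate for full effect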
PMI inhibition: MPI inhibition at elevated mannose 6-phosphate – biochemical, fluorescence intensity, high mannose 6-phosphate, primary screen (AID 1220); recombinant PMI enzyme, coupled fluorescence intensity; higher % means a stronger effect; inhibition, % at 20 µM, or IC50 in µM where a hit was titrated; 190,000 compounds, 0.66% hits
K1F lysis inhibition: inhibition of K1F phage lysis, E. coli UTI89, bacterial capsule biogenesis inhibitors, alamar blue (AID 488966); 340,000 compounds, 0.02% hits; inhibition, % at 100 µM, or IC50 in µM where a hit was titrated; E. coli UTI89 K1F phage lysis, alamar blue, 2 h; higher % means a stronger effect;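 active = phage lysis inhibition, versus mean bacterial control, above a set limit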;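 also: capsule biogenesis inhibitors block K1F phage lysis so surviving cells raise fluorescence; higher fluorescence means more inhibition of phage lysis; actives were called in the ten point dose series up to 300 µM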
P. falciparum M17LAP: P. falciparum M17LAP inhibitors, primary screen, biochemical, fluorogenic H-Leu-NHMec substrate, 1536-well (AID 1619); recombinant M17LAP, H-Leu-NHMec fluorogenic kinetic assay; higher % means a stronger effect; one-dose inhibition, % at 30 µM; IC50 in µM for titrated hits; 220,000 compounds, 0.38% hits;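 active = compound inhibiting the enzyme by more than half at any dose during confirmatory dose-response retesting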;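 also: plate controls were full reaction with DMSO carrier for no effect and no enzyme background for full effect; strong numbers were not always called active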
Hep lipid drop: modulators of hepatic lipid droplet formation | 240,000 compounds, 0.4% hits | AML12 mouse hepatocytes, oleate lipid droplets, BODIPY imaging | inhibition, % at 6.5 µM;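 active = lipid droplet intensity inhibited by at least 50%, with more than 500 cells counted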
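System: AML12 hepatocytes (mouse). Probe or stimulus: oleic acid at 100 µM to induce lipid droplet formation. Times: overnight treatment with compound plus oleate. Detection: Image-based BODIPY and DAPI two-channel analysis. Evaluation: percent inhibition of filter-corrected integrated lipid droplet intensity per well.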
Hep lipid drop cells 6.5 µM: recorded beside Hep lipid drop, whose call it bears; cell count; measured here: cell count, cytotoxicity flag;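 cells counted across two imaged fields per well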
* marks the source's active call; other numbers are inactive results; i = inactive; · = no result given; [ ] = remark or other dose. Rule as the data show it, unless noted: active = inhibition above about 50%; inactive = the rest.

SMILES	XIAP displacement	SIAH1 antagonists	M1AAP inhibition	TNAP activators	human PMI inhibition	PMI inhibition	K1F lysis inhibition	P. falciparum M17LAP	Hep lipid drop	Hep lipid drop cells 6.5 µM
CC(NC(=O)Nc1ccccn1)N1C(=O)C2C3C=CC(C3)C2C1=O (stereo not given)	-5.7%	8%	-1%	1.1	1%	-1%	6.2%	-1%	-1	690
CCn1c(SCc2nc(-c3ccccc3)no2)nnc1-c1ccco1	-2.7%	-5%	2%	1	0%	0%	0.7%	42%	-24	717
CCOC(=O)c1[nH]ncc1CN1CCCC(C(=O)c2ccc(SC)cc2)C1 (stereo not given)	-2.2%	-7%	-3%	1.2	8%	-6%	-1.6%	0%	-35	593
N#CC1=C(SCC(N)=O)NC2=C(C(=O)c3ccccc32)C1c1ccc(Cl)cc1 (stereo not given)	-6.0%	2%	6%	1.2	-5%	-11%	-0.3%	4%	·	·
CCC(=O)N1CCc2cc(S(=O)(=O)NC(C(=O)N3CCc4ccccc4C3)C(C)C)ccc21 (stereo not given)	-3.9%	-3%	10%	1.2	2%	0%	0.0%	-11%	·	·
Cc1ccccc1C(=O)Nc1nnc(-c2ccncc2)o1	-5.1%	6%	3%	1	-5%	-4%	0.4%	-5%	-5	704
COc1cc(C(=O)N/N=C/c2ccc(OC)c(CN3CCN(c4ccc(F)cc4)CC3)c2)ccc1O	-5.8%	-5%	6%	1.1	22%	22%	0.5%	1%	-1	656
O=C(CNC(=O)c1ccncc1)N/N=C/c1cc(Br)ccc1O	0.4%	-1%	25µM*	1	0%	-22%	-1.0%	8%	33	682
C=CCNC(=O)CN1CCC(O)(c2ccccc2)CC1	-1.9%	2%	-3%	1.1	-6%	-8%	0.4%[50 µM]	-3%	·	·
CCNC(=S)N=Nc1c(O)[nH]c2ccc(C(C)C)cc12	-2.9%	8%	7%	2.1	11%	16%	1.3%	18%	12	664
Cc1ccc(C)c(S(=O)(=O)Nc2ccccc2C(=O)Nc2ccccc2N2CCOCC2)c1	0.7%	0%	4%	1.1	18%	13%	4.2%	-4%	-33	723
COc1cc(S(=O)(=O)N2CCCCC2)ccc1NC(=O)/C=C/c1ccccc1	-2.2%	3%	4%	1.1	15%	12%	9.9%	-17%	-11	674
CCC(=O)NCc1csc(-c2cccs2)n1	·	2%	5%	·	·	·	-0.4%	-3%	-13	664
O=S(=O)(c1ccc(F)cc1)N1CCN(c2nc(-c3ccc(F)cc3)cs2)CC1	-7.3%	-1%	6%	1	5%	-4%	0.0%	5%	·	·
O=[N+]([O-])c1nn(-c2ccc(Cl)cc2)n(O)c1=NCc1ccncc1	-4.3%	0%	0%	1	-14%	-7%	0.8%[50 µM]	5%	-15	603
CCOc1cc(N2CCOCC2)c(OCC)cc1NC(=O)COC(=O)[C@H](Cc1c[nH]c2ccccc12)NC(C)=O	-4.0%	0%	13%	1	-2%	-4%	1.2%	0%	14	817
O=C(CN1C(=O)S/C(=C\C=C\c2ccccc2)C1=O)Nc1ccc(C(=O)O)cc1	·	21%	10%	·	·	·	-0.8%[50 µM]	15%	-3	766
COC(=O)c1cccc(NC(=O)CCc2ccccc2)c1	-2.4%	-5%	5%	1.1	-2%	-2%	-0.5%	-18%	-12	583
O=C(NCSc1ccncn1)c1ccccc1	-1.3%	0%	13%	1.1	0%	-48%	3.7%	20%	·	·
O=C(O)c1ccccc1/C=N/NC(=O)C1CCCCC1	·	2%	6%	·	·	·	0.0%	0%	-1	681
Cc1ccccc1-c1nc2cc(N)ccc2o1	-20%	-1%	8%	1	20%	42%	0.3%	-17%	·	·
O=C(COc1ccc(F)cc1Br)NCc1ccccn1	-0.1%	4%	12%	1	22%	22%	0.5%	8%	-6	707
COc1cccc(C(=O)/C=C/Nc2ccc(NC(C)=O)cc2)c1	-6.2%	-4%	9%	1	11%	7%	1.0%	21%	4	611
CSc1nc2nc(C)c(C/C=C/c3ccccc3)c(=O)n2[nH]1	-7.5%	7%	4%	1.1	0%	12%	i	2%	1	683
COc1cc(-c2nc3ccccc3c(=O)n2N)cc(OC)c1OC	-3.4%	-8%	10%	1	5%	0%	0.3%	-6%	6	610
COCCCN1C(=O)C(O)=C(C(=O)c2ccco2)C1c1ccc(Br)cc1 (stereo not given)	-5.0%	4%	12%	1	-2%	1%	0.9%	25%	·	·
Cc1cc(C)nc(-n2nc(C)cc2NC(=O)COC(=O)CCC(=O)c2cccs2)n1	-2.9%	2%	5%	1.1	11%	12%	0.7%	-19%	·	·
CCc1cccc(CC)c1NC(=O)c1ccccc1CCc1ccccc1	-3.0%	3%	2%	1.1	0%	-13%	0.6%[50 µM]	5%	2	689
CC(C)(C)NC(=O)c1cnn(-c2ccccc2)c1NC(=O)c1ccccc1	-4.3%	-1%	-4%	1	2%	1%	0.3%	-6%	6	791
C1CCc2c(nc3nnnn3c2NC2CCCC2)C1	-1.3%	4%	-6%	1.1	1%	-1%	1.3%	-5%	·	·
Cc1[nH]c2c(ccc3ccccc32)c1C1C(CCN)C1(C)C (stereo not given)	-4.1%	0%	0%	1	13%	9%	3.6%	5%	-2	699
O=C(Nc1ccccc1)c1c(F)cccc1F	-8.9%	-3%	-2%	1.1	-7%	-7%	0.1%	-2%	-1	794
O=C(c1ccco1)N1CCN(C(=O)C2Cc3ccccc3CN2S(=O)(=O)c2ccc(F)cc2)CC1 (stereo not given)	4.5%	1%	-2%	1.1	-4%	-3%	-1.1%	-11%	·	·
CC(C)CC(NS(=O)(=O)c1ccccc1)C(=O)O (stereo not given)	-4.6%	-3%	8%	1.1	6%	9%	0.1%	17%	5	795
NC[C@H]1O[C@H](O[C@H]2[C@H](O)[C@@H](O[C@H]3O[C@H](CO)[C@@H](O)[C@H](N)[C@H]3O)[C@H](N)C[C@@H]2N)[C@H](N)C[C@@H]1O	-6.0%	-4%	3%	1.1	-10%	-6%	3.0%	-3%	-9	713
CCOC(=O)Cn1c(-c2ccc(Cl)nc2)nc2ccccc21	-3.4%	0%	-2%	1.1	-4%	1%	-0.7%	-1%	·	·
COc1ccccc1NS(=O)(=O)c1cccc(C(=O)NCc2ccco2)c1	-2.8%	-3%	12%	1	-10%	-6%	0.3%	3%	0	711
COc1ccc(C2OCC3(CO2)SC(N)=NC3=O)cc1 (stereo not given)	-4.5%	0%	-1%	1	-2%	-7%	0.7%	0%	-2	748
CCOC(=O)N1CCN(S(=O)(=O)c2ccc3c(c2)SC(C)C(=O)N3)CC1 (stereo not given)	1.2%	0%	8%	1	-5%	-9%	1.0%	-5%	7	744
COc1cc(/C=C/C(=O)OCC(=O)c2c(N)n(C)c(=O)n(C)c2=O)ccc1O	-0.1%	7%	5%	1.1	1%	7%	1.7%	-3%	4	702
CN(C)S(=O)(=O)c1ccc(C(=O)NCc2cccs2)cc1	-5.7%	-4%	6%	1.1	5%	-1%	-0.2%	0%	-6	753
O=C(O)CS(=O)(=O)c1ccc(Oc2ccc(S(=O)(=O)CC(=O)O)cc2)cc1	-5.1%	-1%	·	1.2	6%	2%	·	·	·	·
COC(=O)c1ccsc1NC(=O)c1ccc(Cl)s1	·	13%	-8%	·	·	·	-2.4%	0%	-8	634
CCOc1cc(Cl)c(NC(C)=O)cc1OCC	-2.9%	5%	0%	1.1	-3%	-4%	2.6%[50 µM]	4%	12	721
CN(CCOc1ccccc1)C(=O)c1cc([N+](=O)[O-])cc([N+](=O)[O-])c1	-4.4%	2%	1%	1.1	0%	-2%	-0.3%	4%	0	745

3 compounds out of the list above, sorted by the value under TNAP activators, largest number first.
structure | XIAP displacement | SIAH1 antagonists | M1AAP inhibition | TNAP activators | human PMI inhibition | PMI inhibition | P. falciparum M17LAP
O=C(O)CS(=O)(=O)c1ccc(Oc2ccc(S(=O)(=O)CC(=O)O)cc2)cc1 | -5.1% | -1% | · | 1.2 | 6% | 2% | ·
CN(C)S(=O)(=O)c1ccc(C(=O)NCc2cccs2)cc1 | -5.7% | -4% | 6% | 1.1 | 5% | -1% | 0%
COc1ccccc1NS(=O)(=O)c1cccc(C(=O)NCc2ccco2)c1 | -2.8% | -3% | 12% | 1 | -10% | -6% | 3%

(listing goes on)
SMILES	XIAP displacement	SIAH1 antagonists	M1AAP inhibition	TNAP activators	human PMI inhibition	PMI inhibition	K1F lysis inhibition	P. falciparum M17LAP	Hep lipid drop	Hep lipid drop cells 6.5 µM
COc1ccccc1OCCC(=O)Nc1nc(C)cs1	·	17%	-3%	·	·	·	2.3%[50 µM]	-19%	10	684
COC(=O)c1ccc2nc(C)cc(Nc3ccccc3C)c2c1	-4.6%	11%	7%	1.1	-2%	-7%	0.3%	0%	-2	693
CCCC1(C(=O)O)NC(c2ccc(OC)cc2O)C2C(=O)N(c3ccc(OC)cc3)C(=O)C21 (stereo not given)	-3.3%	1%	-4%	1.2	11%	20%	2.8%	7%	·	·
Cc1ccc(OCC(=O)NCCc2c[nH]c3ccccc23)cc1	-11%	38%	-1%	1	2%	1%	-5.8%	-7%	-10	710
CC1CCN(c2c(NCc3ccc(C(=O)NCc4cccnc4)cc3)c(=O)c2=O)CC1	-2.5%	6%	3%	1.1	13%	14%	0.4%	-6%	3	659
CC1(C)Cc2ccccc2C(=NCCCC(=O)O)N1	-3.6%	-2%	1%	1	7%	-2%	2.6%	-8%	-1	776
CCOC(=O)C1CCCN(c2cc(C)nc3cc(-c4ccc(F)cc4)nn23)C1 (stereo not given)	-7.0%	-3%	-2%	0.9	2%	1%	4.5%	-1%	·	·
CS(=O)(=O)Nc1ccc(C(=O)NCCC2=CCCCC2)cc1	7.6%	6%	5%	1.1	8%	11%	0.5%	5%	-28	610
CC(C)C(=O)Nc1ncc(C(F)(F)F)cc1Cl	-9.0%	-4%	5%	1.1	1%	2%	0.6%	-16%	·	·
CCOC(=O)C1=C(c2ccccc2)NC(=O)NC1c1ccc(OCC#N)c(OC)c1 (stereo not given)	-3.4%	-8%	1%	1.1	0%	2%	-0.9%	1%	·	·
COC(=O)c1cc2ccsc2n1Cc1cccc(F)c1	-5.4%	2%	7%	1.1	9%	3%	1.3%[50 µM]	-1%	12	651
COc1ccc(N2CCN(C(=O)c3ccc(NS(=O)(=O)c4cccs4)cc3)CC2)cc1	-6.4%	-2%	-2%	1.1	19%	22%	0.0%	-11%	-5	675
NS(=O)(=O)c1ccc(NC(=O)COC(=O)CCc2ccc(S(=O)(=O)N3CCOCC3)cc2)cc1	·	4%	4%	·	·	·	-0.3%[50 µM]	-4%	-2	735
N#Cc1c(NC(=O)CN2CCN(S(=O)(=O)c3ccc4c(c3)OCCO4)CC2)sc2c1CCC2	-11%	-4%	6%	1	-7%	-9%	1.3%	11%	2	723
NC(=S)N/N=C/c1c(O)ccc2ccccc12	·	-4%	8%	·	·	·	0.8%	-3%	-13	708
